All columns: NCI-60 one-dose screen, growth in % after 48 h at 10 µM unless noted; 100 = growth as untreated, 0 = no growth, -100 = all killed.
UO-31: UO-31 renal cancer | 81,000 compounds, 5.2% hits | AID 1794768
DU-145: DU-145 prostate cancer. 81,000 compounds, 4.2% hits
SN12C: SN12C renal cancer cells; 81,000 compounds, 3.8% hits
SF-539: SF-539 CNS cancer | 81,000 compounds, 6.8% hits
U251: U251 CNS tumor cells; 80,000 compounds, 5.4% hits
786-0: 786-0 renal cancer cells | AID 1794775 | 81,000 compounds, 5.1% hits
SF-295: SF-295 CNS cancer cells. 79,000 compounds, 5.6% hits
PC-3: PC-3 prostate cancer cells. 80,000 compounds, 3.9% hits. AID 1794754
TK-10: TK-10 renal cancer cells. 81,000 compounds, 3.9% hits. AID 1794769
Numbers without * were called inactive; · = no result given. Rule for the calls: active = growth percent below 10; inactive = the rest.

SMILES	UO-31	DU-145	SN12C	SF-539	U251	786-0	SF-295	PC-3	TK-10
O=c1c2ccccc2nc(COc2ccccc2)n1/N=C/c1ccc(Br)cc1	77	106	95	99	92	90	95	86	109
COc1ccc(/C=N\O)cc1OC	92	130	90	118	106	102	104	95	108
CCN(CCO)CC(O)Cn1cnc2c(N)ncnc21 (stereo not drawn)	91	118	117	107	96	108	100	101	107
O=Cc1cccc(OCc2ccccc2)c1	89	106	102	97	96	96	99	93	98
CCOC(=O)c1c(C)nc2c(c1N)CC(=O)N2[C@@H](C)c1ccccc1	71	98	100	100	93	101	91	73	89
CCOC(=O)c1c(C)oc2ncnc(N3CCN(C(=O)Nc4cccc(C)c4)CC3)c12	94	106	95	73	72	89	47	84	101
COc1ccc(C2C(C(=O)c3ccccc3)C2(C#N)C#N)cc1 (stereo not drawn)	88	98	100	96	104	98	97	97	98
O=C(O)/C=C/C(=O)Nc1ccccc1[N+](=O)[O-]	98	113	103	107	113	109	107	102	·
O=C(CCc1ccccc1)Nc1ccccc1	78	163	93	91	104	82	108	90	121
Cc1cc(C)c2c(N)c(C(=O)Nc3ccc(OC(F)(F)F)cc3)sc2n1	77	93	94	94	78	89	94	80	119
O=C(CSc1nc2sc3c(c2c(=O)n1-c1ccc(Cl)cc1)CCCC3)NNC(=O)c1ccc(F)cc1	56	109	40	-28*	38	97	90	82	163
N#Cc1c(-c2cccc(Cl)c2)cc(-c2ccccc2Br)[nH]c1=O	76	106	99	95	91	91	90	91	91
O=C1C=C(S(=O)(=O)O)c2ccccc2C1=O	80	108	106	109	115	121	104	99	113
N=c1ccc(=Nc2ccc(N)c3c(O)c4ccccc4c(O)c23)c2c(=O)c3ccccc3c(=O)c1=2	81	121	107	117	105	111	116	97	99
COc1ccc(-c2nc3c(N)c(CO)cnc3s2)cc1	85	87	108	90	89	95	93	92	92
CCOC1CC(C#N)(C#N)C1(C#N)C#N (stereo not drawn)	89	111	97	97	97	104	104	100	101
CC1(C)CC(O)CCCCCCOc2c(CN)cccc2NC(=O)c2nc(cnc2N)-c2ccc(cc2)S1(=O)=O (stereo not drawn)	28	15	20	-60*	-27*	-15*	21	23	35
Cc1ccc2nc(C)c(C(=O)NCc3ccc(OCc4cn(Cc5ccc(Br)cc5)nn4)cc3)n2c1	67	113	79	95	91	98	88	79	118
CCSc1nnc(-c2ccc3ccccc3c2O)n1-c1ccc(Cl)cc1	25	51	57	64	28	83	·	50	50
NC1CSSCC(C(=O)O)NC1=O (stereo not drawn)	88	108	100	103	103	105	·	96	106

Brought forward from above: six entries, then new ones.
SMILES	UO-31	DU-145	SN12C	SF-539	U251	786-0	SF-295	PC-3	TK-10
COc1ccc(-c2nc3c(N)c(CO)cnc3s2)cc1	85	87	108	90	89	95	93	92	92
CCOC1CC(C#N)(C#N)C1(C#N)C#N (stereo not drawn)	89	111	97	97	97	104	104	100	101
CC1(C)CC(O)CCCCCCOc2c(CN)cccc2NC(=O)c2nc(cnc2N)-c2ccc(cc2)S1(=O)=O (stereo not drawn)	28	15	20	-60*	-27*	-15*	21	23	35
Cc1ccc2nc(C)c(C(=O)NCc3ccc(OCc4cn(Cc5ccc(Br)cc5)nn4)cc3)n2c1	67	113	79	95	91	98	88	79	118
CCSc1nnc(-c2ccc3ccccc3c2O)n1-c1ccc(Cl)cc1	25	51	57	64	28	83	·	50	50
NC1CSSCC(C(=O)O)NC1=O (stereo not drawn)	88	108	100	103	103	105	·	96	106
Cc1cc(C)c(-c2c(Br)c(OC(=O)CO[C@@H]3C[C@H](C)CC[C@H]3C(C)C)c(-c3c(C)cc(C)c(Br)c3C)c(Br)c2OC(=O)CO[C@@H]2C[C@H](C)CC[C@H]2C(C)C)c(C)c1Br	87	113	106	122	102	109	125	98	118
O=C(Nc1ncc(Cc2ccccc2Cl)s1)C1=NCCCCN1	76	104	100	98	97	93	106	95	108
O=C(SC(=S)NCCNC(=S)SC(=O)c1ccccc1)c1ccccc1	104	114	108	107	104	111	101	110	88
Cc1nn(-c2ccccc2)c(Oc2c(Cl)cccc2Cl)c1/C=N/NC(=O)Cn1c(=O)sc2ccccc21	62	99	84	99	86	102	76	68	97
COc1ccc2nc(Cl)c(/C=C3/S/C(=N/O)NC3=O)cc2c1	82	99	103	88	97	100	98	95	108
CCNC(=O)OCCCl	103	122	105	107	106	103	·	97	135
O=C(NC1CCOC1=O)OCc1ccccc1 (stereo not drawn)	102	114	96	106	103	93	99	95	107
O=C(NCCCCCCNC(=O)OCc1ccccc1)OCc1ccccc1	91	110	107	86	107	95	111	96	96
C=C(C)[C@@H]1CC[C@]2(COC(=O)c3ccco3)CC[C@]3(C)[C@H](CC[C@@H]4[C@@]5(C)CCCNC(C)(C)[C@@H]5CC[C@]43C)[C@@H]12	71	101	90	96	89	98	94	77	78
C[C@@H]1C=C(I)[C@@]2(CCCO)c3cccc4[nH]cc(c34)[C@@H]12	93	96	94	97	98	92	96	78	113
CCOC(=O)C1=C(C(=O)c2ccc(OC)cc2)C(c2ccc([N+](=O)[O-])cc2)C(C(=O)c2ccc(OC)cc2)=C(C(=O)OCC)N1	·	81	74	96	71	84	69	63	81
Nc1c(N=Nc2ccc(-c3ccc(N=Nc4c(S(=O)(=O)O)cc5cc(S(=O)(=O)O)c(N=Nc6ccccc6)c(O)c5c4N)cc3)cc2)ccc2c(S(=O)(=O)O)cccc12	82	103	104	108	113	100	106	97	122
CC(=O)CC(=O)CC(=O)c1ccccc1	100	104	110	108	98	101	103	106	87
C=C(C)[C@@H]1CC[C@]2(C(=O)N3CCN(C)CC3)CC[C@]3(C)[C@H](CC[C@@H]4[C@@]5(C)CC[C@H](OC(=O)CCC(=O)O)C(C)(C)[C@@H]5CC[C@]43C)[C@@H]12	68	104	90	96	93	96	91	73	100
Cc1nc2sc3c(c2c(C)c1Br)NC(c1ccccc1O)NC3=O (stereo not drawn)	68	96	87	88	92	110	94	83	116
COC(=O)[C@]1(C)CCC[C@]2(C)[C@H]3C[C@H]4C(C(C)C)=C[C@]3(CC[C@H]21)[C@@H]1C(=O)N(N)C(=O)[C@@H]14	84	95	97	108	92	99	104	78	94
CCN1C(=O)N(CC)C2NC(N/N=C/c3ccccc3)=NC21 (stereo not drawn)	79	105	100	90	95	89	101	96	98
CCSc1nc2ncnc(N(C)C)c2c(=O)[nH]1	76	115	99	106	100	101	102	93	96
N#Cc1ccc(CN(Nc2ccccc2)c2ccccc2)cc1	76	109	78	110	86	86	75	80	96
CC(=O)Oc1csc(N(C(C)=O)c2ccc(Cl)cc2Cl)n1	93	102	96	89	96	·	98	90	93
COc1cc2c(cc1OC)[C@H](c1ccc(O)cc1)[C@@H](C)C(C)=C2	80	111	105	95	99	103	113	·	·
COc1cc(OC)c(C(=O)/C=C/c2ccc3c(Cl)cc(Cl)c(O)c3n2)c(OC)c1	65	42	49	63	46	65	63	67	·
N#Cc1c(NC(=O)c2ccccc2)nn2c3c(cnc12)CCC3	85	107	98	92	101	99	101	93	126
O=C1NC(=O)c2ccc3c4c(ccc1c24)C(=O)NC3=O	70	96	90	97	93	109	77	81	145
CC(=O)c1nn(-c2ccc(Cl)cc2)/c(=N\N=C\c2coc3ccc(F)cc3c2=O)s1	80	112	102	96	99	105	·	95	120
OCCc1cccnc1	86	119	96	121	112	103	115	95	108
O=C(O)c1ccccc1Nc1cccc2c1C(=O)c1cccc(Nc3ccccc3C(=O)O)c1C2=O	66	116	91	95	107	116	107	86	138
OCCNc1nc(NCCO)nc(Nc2ccc(C3=NN(c4cc(Cl)cc(Cl)c4)C(c4ccc(C(F)(F)F)cc4)C3)cc2)n1 (stereo not drawn)	42	22	60	24	19	2.3*	-15*	19	33
CC(=O)Nc1ccc(S(=O)(=O)NC(CCC(=O)Nc2ccc(Cl)cc2)C(=O)O)cc1 (stereo not drawn)	62	102	102	99	91	107	99	98	96
COc1ccc(C2CC(c3ccc(Nc4nc(Nc5ccc(F)cc5)nc(Nc5ccc(Cl)cc5)n4)cc3)=NN2C(C)=O)cc1 (stereo not drawn)	-65*	122	103	101	87	99	103	85	103
CCC(C(=O)NC(=O)NOC)c1ccccc1 (stereo not drawn)	88	103	105	101	103	99	105	106	89
CCCCCCCCCCCCCCCCCCCCCC(=O)O	91	101	93	96	90	96	94	95	113
N#CCCN1CCN(CCC#N)CC1	92	108	108	107	101	106	101	98	103
COc1cc(CCC(C)=O)ccc1OC(=O)c1c(-c2c(F)cccc2Cl)noc1C	80	105	96	110	·	99	91	80	96
CC(=O)c1ccc2c3ccccc3n(C(C)=O)c2c1	78	104	93	82	101	154	89	101	161
CC(=O)/C=C/c1ccc(N(C)C)cc1	97	106	118	107	102	·	103	101	114
N#Cc1c(-c2ccco2)nc2c(c(-c3ccccc3)nn2-c2ccccc2)c1-c1ccc(O)cc1	92	76	82	83	62	59	67	24	89
O=C1Nc2ccc(F)cc2/C1=C/c1cccc(OCc2ccccn2)c1	34	42	9.5*	36	7.3*	56	24	37	81
Cc1nc2ccc(OCc3cn(-c4ccc(F)c(Cl)c4)nn3)cc2c(=O)n1-c1ccccc1	90	108	102	102	100	100	93	97	113
Cc1cc(C)c2c(N)c(C(=O)c3cccs3)sc2n1	89	·	106	96	114	114	110	99	191
COCCOC(=O)Cc1ccc(OC)c(OC)c1	88	103	111	102	96	98	107	90	95
Cn1c(S)c(N=Nc2ccccc2)sc1=O	71	87	89	88	86	·	96	73	145
O=c1c2c3c(sc2[nH]c(=S)n1-c1ccc(S(=O)(=O)Nc2ccc(Cl)nn2)cc1)CCCC3	61	99	93	91	96	100	99	89	117
CCCCNC(=O)Oc1ccc(/C(=C(/C)Cc2ccc(OC)cc2)c2ccc(OCCN(C)C)cc2)cc1	61	93	81	84	68	74	95	72	85
O=C(CCc1nnc(Cn2cnc3nc[nH]c3c2=O)o1)c1nc2ncccc2[nH]1	81	108	95	95	101	94	101	105	97
COC(=O)c1ccc2oc(NC(=O)c3ccc(NC4CCCCC4)c([N+](=O)[O-])c3)nc2c1	75	110	91	104	98	103	96	·	120
Cc1ccc(S(=O)(=O)OCC2C3C=CC(C3)C2COS(=O)(=O)c2ccc(C)cc2)cc1 (stereo not drawn)	63	95	94	106	90	74	·	59	104
CCCCCc1ccc(C(=O)N2CCN(C)CC2)cc1	88	108	108	99	99	99	122	100	106
CC1=CC(=O)CC(C)(C)C1(O)/C=C/C(C)=C\C(=O)O (stereo not drawn)	87	117	102	112	103	103	112	97	104
O=C1O[C@H]2CCCC[C@@H]2C12ON=C(c1ccc([N+](=O)[O-])cc1)S2=O (stereo partly drawn)	87	104	101	98	104	103	92	100	100
Cc1cc2nc(CC#N)[nH]c2cc1C	91	111	102	102	101	115	105	92	107
COc1nc2c(c(=O)[nH]1)C(c1ccc(Oc3ccnc4cc(Cl)ccc34)c(OC)c1)C=C(c1cc(OC)c(OC)c(OC)c1)N2 (stereo not drawn)	75	95	91	108	97	95	99	87	103
COc1cc2nc(C(=O)N3CCCCC3)cc(Nc3ccccc3)c2cc1OC	82	93	99	96	102	95	96	114	99
C#CCN1CCOCC1	97	100	112	105	102	103	102	106	100
O=C(Nc1ncc(Cc2ccccc2Cl)s1)c1cccs1	71	83	83	96	61	86	65	64	88
CCCCN(CCCC)c1nn[nH]n1	116	120	104	100	97	107	·	101	105
Cc1cc(C)c(N)c(C(=O)O)c1	85	105	92	97	98	100	103	·	110
CCN(CC)CCN1C(=O)c2cccc3c(C#CCN4C(=O)c5cccc6cccc(c56)C4=O)ccc(c23)C1=O	90	104	103	97	·	82	105	100	119
Cc1ccc(CNc2c3ccccc3nc3ccccc23)cc1	12	33	25	18	26	25	31	24	36
CS(=O)(=O)Nc1ccc(C(=O)Nc2cc(Cl)ccc2Oc2ccccc2)cc1	86	115	97	100	96	96	·	99	95

Continuation.
SMILES	UO-31	DU-145	SN12C	SF-539	U251	786-0	SF-295	PC-3	TK-10
CC1(C)COC1(c1ccccc1)c1cccnc1 (stereo not drawn)	107	117	107	103	·	101	82	102	111
COc1ccc2[nH]c(O)c(/C=c3/ccc4c(c3)N=C(c3cccs3)N=4)c2c1	71	72	71	92	62	85	47	62	127
CCOc1ccc(NC(=O)OCCN2CCN(CCc3ccccc3)C(C)C2)cc1 (stereo not drawn)	71	124	96	116	95	99	101	89	93
Cc1ccc(NC(=O)c2ccc(Nc3ncnc4c3cnn4-c3cccc(F)c3)cc2)cc1	91	104	96	101	102	96	103	100	105
COC(=O)c1nc(=S)[nH]c(C(=O)OC)c1C(=O)c1ccc(N2CCN(c3ccc(C(=O)c4c(C(=O)OC)nc(=S)[nH]c4C(=O)OC)cc3)CC2)cc1	93	120	106	108	102	96	97	104	104
O=c1[nH]ccc2nc(N3CCC(O)CC3)nc(Nc3cccc(C(F)(F)F)c3)c12	·	72	61	80	55	58	97	31	68
CC1=CC(=O)C=C(C(C)C)/C1=C(\c1ccccc1C(=O)O)c1c(C)cc(OP(=O)(O)O)cc1C(C)C	82	98	99	97	91	87	80	64	113

An excerpt of these results, as labelled records.
Structure: CC1=CC(=O)C=C(C(C)C)/C1=C(\c1ccccc1C(=O)O)c1c(C)cc(OP(=O)(O)O)cc1C(C)C
- UO-31: 82
- DU-145: 98
- SN12C: 99
- SF-539: 97
- U251: 91
- 786-0: 87
- SF-295: 80
- PC-3: 64
- TK-10: 113

Structure: COC(=O)c1nc(=S)[nH]c(C(=O)OC)c1C(=O)c1ccc(N2CCN(c3ccc(C(=O)c4c(C(=O)OC)nc(=S)[nH]c4C(=O)OC)cc3)CC2)cc1
- UO-31: 93
- DU-145: 120
- SN12C: 106
- SF-539: 108
- U251: 102
- 786-0: 96
- SF-295: 97
- PC-3: 104
- TK-10: 104

Structure: COc1ccc2[nH]c(O)c(/C=c3/ccc4c(c3)N=C(c3cccs3)N=4)c2c1
- UO-31: 71
- DU-145: 72
- SN12C: 71
- SF-539: 92
- U251: 62
- 786-0: 85
- SF-295: 47
- PC-3: 62
- TK-10: 127

Structure: CCOc1ccc(NC(=O)OCCN2CCN(CCc3ccccc3)C(C)C2)cc1 (stereo not drawn)
- UO-31: 71
- DU-145: 124
- SN12C: 96
- SF-539: 116
- U251: 95
- 786-0: 99
- SF-295: 101
- PC-3: 89
- TK-10: 93

Screening data (PubChem)
